Compound activity as filed in PubChem BioAssay.
Lipid storage S3 = qHTS Assay for Lipid Storage Modulators in Drosophila S3 Cells; lipid storage change, negative = inhibition, % at the top dose, mostly 46.1 µM; hits show Potency in µM; Drosophila S3 cells, BODIPY lipid droplet fluorescence, 18-24 h; cells fed with added oleic acid; actives 0.64% (n = 320,000); AID 2685, 2010; active means well fitted inhibition curve with a large enough effect in the signal ratio, with a control signal flat, not every such curve was filed as active; inconclusive means small, poorly fitted or top-dose-only effect, or effect the other way, or a change in a side signal; the % refers to the signal ratio
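Laser-scanning cytometry quantifies lipid droplet accumulation (500–530 nm total intensity; droplet/cell object ratio) in oleic acid-fed (400 uM added) Drosophila S3 cells treated with a concentration series. 20 uM Triacsin C defined 100% inhibition.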
Lipid storage S3 cell count max = second read-out of Lipid storage S3, no call of its own (marks repeat the call); cell number change, %; measured here: cell count max response;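 cells counted by Cell Tracker Red CMTPX staining in the red channel; peak over a dose series mostly up to 46.1 µM; percent activity relative to internal control wells on each plate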
* = called active by the depositor; i = inactive; ? = inconclusive; . = no result given. On the % scale 0 is the no-effect control and ±100 the full control effect; potency means the concentration at half of the fitted maximal effect.

smiles	Lipid storage S3	Lipid storage S3 cell count max
Cc1cccc2nc(CSc3nc4[nH]ncc4c(=O)n3-c3cccc(Cl)c3)cc(=O)n12	6%	26
COC(=O)c1ccc(/C=C/C(=O)c2ccc(OC)c(OC)c2)cc1	?	.
CC(=O)Nc1ccc(S(=O)(=O)NCCSc2ccccn2)cc1	i	.
O=C(c1cc(COc2ccc(F)cc2F)on1)N1CC2C[C@@H]3CC1C[C@H](C2)C3	i	0
O=C(Nc1ccccn1)C1CCN(S(=O)(=O)c2ccc3ccccc3c2)CC1	i	-19
COc1ccc(CCNC(=O)c2nonc2N)cc1OC	-11%	12
CCn1cnc2scc(-c3ccc(C)c(C)c3)c2c1=O	10%	-9
O=C(Oc1ccc2c(c1)OCO2)c1ccc(F)cc1Cl	3%	-25
CCCCOc1ccccc1NC(=O)c1ccco1	?	.
CC(C)C(C)(C#N)NC(=O)CSc1nc2scc(-c3ccco3)c2c(=O)n1-c1ccccc1 (stereo not given)	?	.
CCc1nnc(NC(=O)C2CCC(CNc3c(N4CCC(C)CC4)c(=O)c3=O)CC2)s1 (stereo not given)	?	.
N#C/C(=C\c1c(N2CCC(C(N)=O)CC2)nc2ccccn2c1=O)S(=O)(=O)c1ccc(Cl)cc1	11%	-6

smiles	Lipid storage S3	Lipid storage S3 cell count max
CCSC1=C(C#N)C2(CCCCC2)C(C#N)C(=O)N1 (stereo not given)	-2%	3
CC(C)(C)c1cc(CCC(=O)N2CCCC2)cc(C(C)(C)C)c1O	i	15
COc1cn(-c2ccccc2)nc1C(=O)NCc1ccccc1	i	10
CCOC(=O)CCSc1cc(C)c2ccccc2n1	11%	2
Cc1nc(C(=O)O)nn1-c1ccc([N+](=O)[O-])cc1	-18%	-2
CCN(CC(=O)Nc1ccc(NC(C)=O)cc1)C(=O)c1c(-c2c(F)cccc2Cl)noc1C	?	.
CC(=O)Nc1ccc(S(=O)(=O)N2CCC3(CC2)OCCO3)cc1	?	.
CCc1c(C)c(C#N)c2nc3ccccc3n2c1-n1nc(C)cc1C	?	.
CCCn1cnc2sc(C(N)=O)c(C)c2c1=O	?	.
CC(C)NS(=O)(=O)c1ccc(OCC(=O)NCc2ccccc2)cc1	?	.
Cc1cc(C)n(-c2cc(N3CCN(S(=O)(=O)c4ccc(Br)cc4)CC3)ccc2[N+](=O)[O-])n1	?	.
Cc1ccccc1CC1(CO)CCCN(Cc2c(C)nn(C)c2Cl)C1 (stereo not given)	24%	-8

A second format for 4 compounds above.
> Cc1nc(C(=O)O)nn1-c1ccc([N+](=O)[O-])cc1
  Lipid storage S3: -18%
  Lipid storage S3 cell count max: -2
> CCN(CC(=O)Nc1ccc(NC(C)=O)cc1)C(=O)c1c(-c2c(F)cccc2Cl)noc1C
  Lipid storage S3: ?
  Lipid storage S3 cell count max: .
> CC(=O)Nc1ccc(S(=O)(=O)N2CCC3(CC2)OCCO3)cc1
  Lipid storage S3: ?
  Lipid storage S3 cell count max: .
> CCc1c(C)c(C#N)c2nc3ccccc3n2c1-n1nc(C)cc1C
  Lipid storage S3: ?
  Lipid storage S3 cell count max: .

Carrying on.
smiles	Lipid storage S3	Lipid storage S3 cell count max
Cc1nc2ccccn2c1C(=O)N/N=C/c1ccc([N+](=O)[O-])o1	?	.
Cc1onc(-c2ccc(Cl)cc2Cl)c1-c1csc(N/N=C/c2ccccc2Cl)n1	0%	16
COc1ccc(N2CCN(C(=O)COC(=O)c3oc4ccccc4c3C)CC2)cc1	?	.
COc1ccc(C(=O)NNC(=O)c2snnc2C)cc1	0%	12

Seven records drawn at random from those above, as already listed:
smiles	Lipid storage S3	Lipid storage S3 cell count max
Cc1cccc2nc(CSc3nc4[nH]ncc4c(=O)n3-c3cccc(Cl)c3)cc(=O)n12	6%	26
CCSC1=C(C#N)C2(CCCCC2)C(C#N)C(=O)N1 (stereo not given)	-2%	3
COc1ccc(CCNC(=O)c2nonc2N)cc1OC	-11%	12
Cc1ccccc1CC1(CO)CCCN(Cc2c(C)nn(C)c2Cl)C1 (stereo not given)	24%	-8
Cc1nc(C(=O)O)nn1-c1ccc([N+](=O)[O-])cc1	-18%	-2
COc1ccc(N2CCN(C(=O)COC(=O)c3oc4ccccc4c3C)CC2)cc1	?	.
CC(C)(C)c1cc(CCC(=O)N2CCCC2)cc(C(C)(C)C)c1O	i	15

Some of the compounds tested; count on the stated rates, not on these rows.
